Screens: PubChem, several laboratories
TMEM16A inh – inhibitors of mouse TMEM16A calcium-activated chloride channel; 1.2% of 310,000 active; HEK293 TMEM16A/YFP iodide influx fluorescence, ionomycin; normalized B-score (activity score, 25-100; higher = stronger inhibition) at 10 µM; Q8BHY3;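 active = ratio plate-corrected score three or more library SD toward inhibition, starting fluorescence score within five deviations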;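 note: score derived from kinetic fluorescence span divided by baseline fluorescence per well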
hERG rescue – shields human hERG channel from block by proarrhythmic agents; CHO-hERG, FluxOR thallium flux, dofetilide IC70 present; 0.51% of 310,000 active; activation (rescue from dofetilide block), less the hit threshold, % at 10 µM; Q12809;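 active = activation above the mean of controls blocked by dofetilide plus 5 SD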;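 note: thallium influx through hERG after potassium depolarization seen as dye fluorescence rise; in these data hits start at about 4.7%; inactives centre near -7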
SKKanGAS inh – inhibitors of SKKanGAS S. pyogenes growth in kanamycin (SK-promoter or general growth effect); inhibition, % at 7.5 µM; BacTiter-Glo, 6 h; AID 1662; 1.3% of 300,000 active;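 active = mean replicate score, as percent of positive control median, at least 50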;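 note: strain carries kanamycin resistance gene driven by streptokinase promoter and grows in 40 µg/ml kanamycin; loss of luminescence reflects streptokinase promoter inhibition or plain growth inhibition; 0% = median of DMSO wells and 100% = positive control at its reference dose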
KCNQ1 act – potentiators or activators of human KCNQ1 potassium channel; B-score at 10 µM; AID 2648; CHO-K1 KCNQ1, thallium flux FluxOR fluorescence; hits give high values; 0.35% of 310,000 active; P51787;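 active = fluorescence ratio B-score, a plate-corrected score, at least three library SD, with initial intensity B-score within 5 SD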
Target sequence (P51787 whole entry, looked up): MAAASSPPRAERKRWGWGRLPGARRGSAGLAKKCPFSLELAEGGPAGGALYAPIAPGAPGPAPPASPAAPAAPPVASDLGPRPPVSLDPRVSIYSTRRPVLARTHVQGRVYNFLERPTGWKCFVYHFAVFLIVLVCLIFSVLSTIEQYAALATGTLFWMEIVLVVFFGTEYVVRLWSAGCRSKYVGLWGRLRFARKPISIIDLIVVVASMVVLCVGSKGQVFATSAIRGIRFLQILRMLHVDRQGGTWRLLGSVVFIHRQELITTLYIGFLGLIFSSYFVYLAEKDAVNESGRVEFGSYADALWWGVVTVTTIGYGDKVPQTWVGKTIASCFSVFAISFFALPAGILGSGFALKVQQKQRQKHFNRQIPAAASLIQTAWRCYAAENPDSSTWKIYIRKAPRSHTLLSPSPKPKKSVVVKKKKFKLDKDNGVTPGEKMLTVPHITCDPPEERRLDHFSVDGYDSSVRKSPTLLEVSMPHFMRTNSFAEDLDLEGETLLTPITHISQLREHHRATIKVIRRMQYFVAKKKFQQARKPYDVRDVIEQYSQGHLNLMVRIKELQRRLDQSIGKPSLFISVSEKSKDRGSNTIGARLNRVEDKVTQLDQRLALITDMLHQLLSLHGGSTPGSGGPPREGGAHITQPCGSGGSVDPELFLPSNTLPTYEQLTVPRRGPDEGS
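Schedule – 37 °C overnight plating, 90-min dark dye load, 20-min compound pretreatment · System – stable KCNQ1 CHO-K1 line · Probe or stimulus – thallium- and potassium-containing depolarizing buffer · Measured by – kinetic FluxOR fluorescence, 10 s baseline plus 110 s post-stimulus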
KCNK9 inh – inhibitors of human KCNK9 two-pore domain potassium channel. Q9NPC2. HEK293 KCNK9, FluxOR thallium flux fluorescence; hits give low values. B-score at 10 µM. 1.2% of 310,000 active. AID 488922;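 active = ratio B-score over 3 SD below the library mean, with starting fluorescence within 5 SD of its mean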;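 note: negative B-score means less thallium flux so channel inhibition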
HDAC3 inhib – inhibitors of human histone deacetylase 3; O15379; recombinant HDAC3, fluorogenic peptide/trypsin coupled, fluorescence; inhibition, % at 8.3 µM; 0.15% of 320,000 active; AID 2718; in the data active = inhibition above about 26%, passing the limit was not always enough
TMEM16A act – activators or potentiators of mouse TMEM16A chloride channel. Q8BHY3. B-score at 10 µM. HEK293 TMEM16A/YFP-H148Q/I152L, iodide quench fluorescence; hits give low values. 0.3% of 340,000 active;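 active = fluorescence-ratio B-score plate-corrected deviation score at least 3 library SD below zero, with starting fluorescence score within 5 deviations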;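 note: channel opened by trigger with iodide after compound preincubation; score built on the fluorescence ratio of max minus min over baseline; more negative score means more quench and so TMEM16A activation or potentiation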
RGS4 inh – human RGS4 inhibition; P49798; 0.45% of 310,000 active; HEK293 M3R/RGS4 inducible, Fluo-4 calcium flux; hits give high values; triggered by carbachol at its EC20; AID 463165; B-score at 10 µM;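 active = B-score, a plate-corrected calcium signal, over three deviations above library mean, with baseline fluorescence within five deviations of library mean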;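 note: RGS4 expression induced by doxycycline in cells with stable M3 receptor; B-score is computed from the integrated fluorescence ratio over baseline after carbachol; higher B-score means a larger calcium signal and so more RGS4 inhibition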
Target sequence (P49798 whole entry, looked up): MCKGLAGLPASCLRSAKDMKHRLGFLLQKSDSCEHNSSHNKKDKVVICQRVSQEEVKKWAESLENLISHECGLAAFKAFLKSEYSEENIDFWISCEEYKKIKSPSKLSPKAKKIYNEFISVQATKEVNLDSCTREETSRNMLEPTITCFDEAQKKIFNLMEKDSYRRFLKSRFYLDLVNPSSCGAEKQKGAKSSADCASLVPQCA
RGS4 act – RGS4 potentiation or activation; HEK293 M3R/inducible RGS4, carbachol calcium flux Fluo4; hits give low values; B-score at 10 µM; 0.92% of 310,000 active;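 active = B-score of the integrated calcium signal more than 4 SD below the library mean, with starting fluorescence not abnormally high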;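 note: negative B-score means reduced calcium response which marks RGS4 activation or potentiation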
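System – HEK293 FlpIn-TREx cells, stable M3R, doxycycline-inducible RGS4 · Reagent – ECmax carbachol challenge · Times – compound preincubation 20 min at room temperature before agonist · Technique – Fluo4 fluorescence kinetic imaging of calcium · Measure – B score of integrated Fluo4 ratio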
KCNQ1 inh – inhibitors of human KCNQ1 potassium channel. P51787. CHO-K1 KCNQ1, FluxOR thallium flux fluorescence; hits give high values. B-score at 10 µM. 1.3% of 310,000 active. AID 2642;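 active = compounds whose thallium flux B-score, printed positive for inhibition, exceeds three library SD while starting fluorescence stays within three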;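 note: channel opened by potassium depolarization with thallium stimulus after 20 min compound exposure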
KCNK3 inh – human KCNK3 channel inhibition, primary screen | CHO-KCNK3 thallium flux, FluxOR fluorescence; hits give low values | B-score at 10 µM | 0.84% of 340,000 active | AID 602410;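 active = B-score under library mean minus 4 SD, starting fluorescence ratio at most library mean plus 5 SD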;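 note: more negative B-score means stronger inhibition of thallium flux through KCNK3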
Active calls of the source: *; i = inactive; / = no result given.

SMILES	TMEM16A inh	hERG rescue	SKKanGAS inh	KCNQ1 act	KCNK9 inh	HDAC3 inhib	TMEM16A act	RGS4 inh	RGS4 act	KCNQ1 inh	KCNK3 inh
CC(Oc1ccc2cc(-c3ccccc3)c(=O)oc2c1)C(=O)NCC1CCC(C(=O)O)CC1 (stereo not given)	i	-10.8	15.3	i	i	i	i	i	i	i	i
O=C(OCc1ccccc1)c1cn(-c2ccccc2)nc1-c1ccncc1	i	-9.0	22.3	i	i	6.9	i	i	i	i	i
COc1ccc(CCN(C)CC(O)COc2ccc(C(C)=O)cc2OC)cc1OC (stereo not given)	i	-8.5	-3.2	i	i	-3.6	i	i	i	i	i
CCCn1c(N)c(N(CCOC)C(=O)c2cc(C)cc(C)c2)c(=O)[nH]c1=O	i	-3.0	2.0	i	i	0.3	i	i	i	i	i
CCCCN(CC)S(=O)(=O)c1ccc(C(=O)Nc2nnc(-c3cccs3)o2)cc1	i	-4.5	97.9*	i	i	2.5	/	i	i	i	/
CCNc1nc(C)c(CN(C(C)=O)c2ccccc2)nc1C#N	i	-6.2	-7.1	i	i	-54.3	i	i	i	i	i
CCOC(=O)c1c(CN2CCN(Cc3ccccc3)CC2)n(C)c2cc(Br)c(OC)cc12	i	-8.9	1.6	i	i	9.7	i	i	i	i	i
Cc1nn(C)c(=S)n1-c1ccc(Cl)cc1	i	-12.9	4.1	i	i	2.3	i	i	i	i	i
CC(=O)C1=C(O)C(=O)N(c2ccc(C)cc2)C1c1ccccn1 (stereo not given)	i	-0.8	2.9	i	i	8.6	i	i	i	i	i
Cc1ccc(NC(=O)C2CCCN(S(=O)(=O)c3cccs3)C2)cc1 (stereo not given)	i	-7.5	3.0	i	i	-0.5	i	i	i	i	i
COc1ccc(-n2nnc3c(=O)n(CC(=O)Nc4ccc5c(c4)OCCO5)cnc32)cc1OC	i	-11.5	27.1	i	i	3.9	i	i	i	i	i
CN(C)S(=O)(=O)N1CCCN(S(=O)(=O)N(C)C)CC1	i	-12.9	-5.5	i	i	9.7	i	i	i	i	i
COc1ccc(CCN2C(=O)N[C@@H](C(C)C)C2=O)cc1	i	-4.4	1.2	i	i	-1.2	i	i	i	i	i
CCC(C)Sc1ccc([C@H]2N[C@@](C)(C(=O)OC)[C@H]3C(=O)N(CC)C(=O)[C@@H]23)cc1 (stereo not given in full)	i	-10.9	7.5	i	i	3.6	i	i	i	i	i
CC(C)(C)C(=O)NC(=S)NNC(=O)c1sc2ccccc2c1Cl	100*	33.6*	99.7*	49*	i	3.9	-11.8*	i	i	i	i
Cc1ccc(S(=O)(=O)N2CCC(C(=O)NCCCN3CCOCC3)CC2)cc1	i	-9.7	-2.3	i	i	0.0	i	i	i	i	i
Fc1ccccc1NC(=S)NCc1ccc2c(c1)OCO2	i	-4.7	6.7	i	i	1.4	i	i	i	i	i
CCc1cc2c(N3CCN(c4ccccc4)CC3)ncnc2s1	25*	-16.1	18.1	i	i	-7.3	i	i	i	i	-13.5*
CC(C)(CO)NCC(O)Cn1cc(C=O)c2ccccc21 (stereo not given)	i	-3.8	-3.7	i	i	-1.5	i	i	i	i	i
C=C1C(C(=O)Nc2ccc(OC)cc2)C1C(=O)Nc1ccc(OC)cc1 (stereo not given)	i	-5.3	-4.3	i	i	-6.2	i	i	i	i	i
CCC(CO)NCc1cc(OC)c(OCC(=O)NCCc2ccccc2)cc1Br (stereo not given)	i	-12.8	-7.7	i	i	-6.8	i	i	i	i	i
Cc1ccc(Sc2cnccc2C#N)cc1	i	-3.7	4.5	i	i	-0.7	i	i	i	i	i
COc1cc(OC)c(C(=O)O/N=C(\N)c2ccccn2)cc1OC	i	-1.9	-5.4	i	i	1.9	i	i	i	i	i
CC/C(=N/Nc1ccccc1C)c1cnnc(SC)n1	i	-5.7	36.3	i	i	4.3	i	i	i	i	i
Cc1cc2cc(C(c3nnnn3C(C)(C)C)N(Cc3ccco3)CC3CCCO3)c(=O)[nH]c2cc1C (stereo not given)	i	-17.0	2.2	i	i	1.2	i	5.38*	i	i	i

Other entries follow.
SMILES	TMEM16A inh	hERG rescue	SKKanGAS inh	KCNQ1 act	KCNK9 inh	HDAC3 inhib	TMEM16A act	RGS4 inh	RGS4 act	KCNQ1 inh	KCNK3 inh
CCC(C)Sc1nc2c(cnn2-c2ccccc2)c(=O)[nH]1 (stereo not given)	i	-4.0	4.3	i	i	-4.2	i	i	i	i	i
Cc1sc2ncn(CC(=O)NCCCC(=O)N3CCN(c4ccccc4)CC3)c(=O)c2c1C	i	-7.0	-0.1	i	i	4.6	i	i	i	i	i
CCCC(=O)Nc1ccccc1-c1nnc(SCC)[nH]c1=O	i	-5.6	4.3	i	i	2.9	i	i	i	i	i
CSc1cccc(NC(=O)C2CCN(S(=O)(=O)c3ccc4c(c3)NC(=O)CO4)CC2)c1	i	-7.8	-8.6	i	i	-4.7	i	i	i	i	i
O=C(COC(=O)c1ccccn1)Nc1ccccc1Cl	i	-8.2	-0.5	i	i	7.4	i	i	i	i	i
COc1ccccc1CC(=O)NC1CCN(Cc2ccccc2)CC1	i	-6.4	0.8	i	i	-2.8	i	i	i	i	i
Cc1ccc(OCC(=O)Oc2cccc(C)c2C)cc1	i	-5.4	2.1	i	i	7.9	i	i	i	i	i
Cc1c(C(=O)OCC(=O)NCCN2C(=O)CSC2=O)oc2c1ccc1ccccc12	i	1.7	-6.4	i	i	-39.2	i	i	i	i	i
COC(C)(C)[C@]12CC(O)(c3ccccc3)ON1[C@H]1CCCCC1N2O (stereo not given in full)	i	-6.8	-5.4	i	i	-4.6	i	i	i	i	i
COc1ccc(OC(=O)c2cccnc2)cc1	i	-10.7	-1.9	i	i	-5.0	i	i	i	i	i
COCCNC(=O)C1CCCN(c2ncccn2)C1 (stereo not given)	i	-3.6	-0.5	i	i	-2.9	i	i	i	i	i
CCCCCNC(=O)C(C)NS(=O)(=O)c1ccc(OC)cc1 (stereo not given)	i	-12.9	-0.2	i	i	5.6	i	i	i	i	i
CCn1c(C)cc(/C=C2/NC(=O)N(CC(=O)Nc3cccc(C)c3)C2=O)c1C	i	-9.2	5.9	i	i	-16.7	i	i	i	i	i
O=C(NCCCN1CCCC1=O)c1ccc2c(c1)NC(=O)c1ccccc1S2	i	-10.5	0.0	i	i	3.1	i	i	i	i	i
Cc1ccc(S(=O)(=O)N(C)C)cc1NC(=O)c1sccc1Cl	i	-7.9	10.4	i	i	-0.2	i	i	i	i	i
Cc1cc(=O)n2c(ccc3ccccc32)c1C#N	i	-6.6	-0.4	i	i	-0.8	i	i	i	i	i
CC(NC(=O)CN(c1ccc(Cl)cc1)S(C)(=O)=O)c1ccccc1 (stereo not given)	i	-8.8	6.4	i	i	-4.3	i	i	i	i	i
COc1ccccc1CNC(=O)CN1C(=O)C(C)N(c2ccc(C)cc2)C1=O (stereo not given)	i	-5.9	9.8	i	i	5.4	i	i	i	i	i
COc1cccc(NC(=O)CSc2nnc(-c3ccco3)c(-c3ccco3)n2)c1	i	-6.6	5.5	i	i	16.5	i	i	i	i	i
CCOC(=O)N1CCN(C(=O)Nc2ccc(NC(=O)N3CCN(C(=O)OCC)CC3)cc2)CC1	i	-5.3	-1.1	i	i	0.1	i	i	i	i	i
Cc1ccc(C(O)P(=O)(OCc2ccccc2)c2ccc(N(C)C)cc2)cc1 (stereo not given)	i	-6.4	-4.4	i	i	-11.1	i	i	i	i	i
Cc1ccc(S(N)(=O)=O)cc1NC(=O)C(c1ccccc1)c1ccccc1	i	-0.4	-1.4	i	i	0.7	i	i	i	i	i
CCCC[C@@H]1CNC(=S)N1CCC12CC3CC(CC(C3)C1)C2	i	-2.6	45.2	i	i	-11.1	i	i	i	i	i
CC(C)=CC(=O)Nc1nnc(C)s1	i	-6.8	-8.6	i	i	-6.3	i	i	i	i	i
COc1cccc(OCc2nn3c(=O)c(-c4ccccc4)nnc3s2)c1	i	-5.3	6.9	i	i	3.0	i	i	i	i	i

(cont.)
SMILES	TMEM16A inh	hERG rescue	SKKanGAS inh	KCNQ1 act	KCNK9 inh	HDAC3 inhib	TMEM16A act	RGS4 inh	RGS4 act	KCNQ1 inh	KCNK3 inh
CCOC(=O)c1cc(C#N)c(N2CCNCC2)nc1C(F)(F)F	i	-9.6	-2.0	i	i	/	i	i	i	i	i
CC(C)c1ccc(S(=O)(=O)Nc2ccc(N3CCOCC3)cc2)cc1	i	-4.4	4.0	i	i	2.4	i	i	i	i	i
CC(C)OCCCNC(=O)CN1CCN(Cc2ccc(Cl)cc2)C1=O	i	-10.0	-2.4	i	i	-9.8	i	i	i	i	i
Cc1ccc2c(CSc3nnc(C4CC4)n3N)cc(=O)oc2c1	i	-8.6	3.2	i	i	3.5	i	i	i	i	i
O=C(COc1ccc(Cl)c(Cl)c1)NN1C(=O)C2C(C1=O)C1C=CC2C12CC2 (stereo not given)	i	-6.0	10.0	i	i	-8.4	i	i	i	i	i
OC[C@@H](O)[C@@H](O)[C@H](O)[C@@H](O)CO	i	-7.3	2.1	i	i	-1.0	i	i	i	i	i
CCCC1c2ccsc2CCN1C(=S)NC (stereo not given)	i	-10.4	3.3	i	i	3.6	i	i	i	i	i
Cc1ccc(NC(=S)Nc2ncccc2C)c(C)c1	i	-0.2	-10.1	i	i	1.9	i	i	i	i	i
COc1ccc(NC(=O)C(NC(C)=O)C(=O)NCc2ccccc2)cc1 (stereo not given)	i	-7.4	-2.1	i	i	-10.0	i	i	i	i	i
O=C(Cn1cccc1C(=O)c1ccccc1)NCCc1ccc(Cl)cc1	i	-10.4	-1.6	i	i	2.4	i	i	i	i	i
CC(C)C(=O)NCc1cc(-c2ccccc2)no1	i	-0.9	-1.3	i	i	-0.8	i	i	i	i	i
C=CCSc1ncc(C(=O)OCC)c(N)n1	i	-10.1	-2.4	i	i	4.4	i	i	i	i	i
C/C(=N\NC(=O)c1nnn(-c2nonc2N)c1C(C)C)c1cc(C)sc1C	i	-6.8	3.3	i	i	8.5	i	i	i	i	i
O=C(Cn1nnc(-c2ccc(Cl)cc2)n1)NC1CC2CCC1C2 (stereo not given)	i	-5.0	-0.7	i	i	1.7	i	i	i	i	i
O=C(COc1ccccc1)NC(NC(=S)Nc1ccccc1O)C(Cl)(Cl)Cl (stereo not given)	i	-15.5	7.9	i	i	5.3	i	i	i	9*	i
CCOC(=O)N1CCN(C(=O)CN(c2ccc(Cl)c(C(F)(F)F)c2)S(C)(=O)=O)CC1	i	-9.9	-0.8	i	i	-0.5	i	i	i	i	i
Cc1cccn2c(=O)c(/C=C(\C#N)C(N)=O)c(N3CCCCCC3)nc12	i	-5.2	-3.9	i	i	-2.1	i	i	i	i	i
Cc1sc2nc(C(C)C)nc(SCC(=O)NCc3ccco3)c2c1C	i	8.7*	7.4	12*	i	-6.5	i	i	i	i	i
CC1CCN(C(=O)C2CCC(C)(C(=O)O)C2(C)C)CC1 (stereo not given)	i	-9.5	-4.8	i	i	0.0	i	i	i	i	i
